Rv3671c inh = Rv3671c (M. tuberculosis) protease inhibition; P9WHR9; 320,000 compounds, 0.048% hits; inhibition, % at 5.96 µM; AID 2606; in the data active means inhibition above about 38%;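 further: extracellular domain of Rv3671c used as enzyme; 0% = enzyme with DMSO and 100% = no enzyme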
Target sequence (P9WHR9 whole entry, looked up, the tested form may be a part): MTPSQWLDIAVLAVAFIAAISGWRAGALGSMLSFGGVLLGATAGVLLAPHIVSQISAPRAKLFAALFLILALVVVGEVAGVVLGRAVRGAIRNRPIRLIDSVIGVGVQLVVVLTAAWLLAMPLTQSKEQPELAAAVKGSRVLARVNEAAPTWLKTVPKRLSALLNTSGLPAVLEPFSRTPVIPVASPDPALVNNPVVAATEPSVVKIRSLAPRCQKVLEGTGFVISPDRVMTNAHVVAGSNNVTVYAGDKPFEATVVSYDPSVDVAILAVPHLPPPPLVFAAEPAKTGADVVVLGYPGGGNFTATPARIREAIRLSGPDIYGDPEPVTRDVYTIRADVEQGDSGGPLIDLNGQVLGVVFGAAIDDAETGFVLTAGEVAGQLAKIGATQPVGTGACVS
GDH-TPI counter = inhibits GDH-TPI coupling enzymes, artifact for Mtb FBA screen. GDH-TPI coupled enzyme counterscreen, NADH absorbance. inhibition, % at 4.8 µM. 360,000 compounds, 1.2% hits. AID 588335; in the data active means inhibition above about 30%;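 further: 0% = DMSO wells and 100% = wells lacking the enzyme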
UGM FP inh = inhibitors of M. tuberculosis UDP-galactopyranose mutase; inhibition, % at 10 µM; 320,000 compounds, 0.06% hits; P9WIQ1; AID 504406; purified UGM, fluorescence polarization probe displacement; in the data active means inhibition above about 10%, passing the limit was not always enough; inconclusive means no clear call, values can overlap the other calls
Target sequence (P9WIQ1 whole entry, looked up): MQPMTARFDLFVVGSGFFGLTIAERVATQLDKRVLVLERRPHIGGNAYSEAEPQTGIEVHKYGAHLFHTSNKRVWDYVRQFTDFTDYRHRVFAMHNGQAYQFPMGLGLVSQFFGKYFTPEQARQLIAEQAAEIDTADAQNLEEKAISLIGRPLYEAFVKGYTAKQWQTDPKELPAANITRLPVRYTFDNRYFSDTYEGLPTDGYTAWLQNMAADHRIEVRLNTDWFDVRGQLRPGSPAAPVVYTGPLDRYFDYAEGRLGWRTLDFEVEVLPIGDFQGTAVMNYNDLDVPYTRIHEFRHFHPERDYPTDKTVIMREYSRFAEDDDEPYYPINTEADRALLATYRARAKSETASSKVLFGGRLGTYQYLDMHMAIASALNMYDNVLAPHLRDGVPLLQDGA
BoNT-F LC inh = BoNT F light chain protease inhibition; inhibition, % at 10 µM; Multiplex microsphere protease cleavage assay, flow cytometry; 360,000 compounds, 0.22% hits; in the data active means inhibition above about 35%, passing the limit was not always enough; inconclusive means no clear call, values can overlap the other calls; further: plate controls were buffer without enzyme for full effect and enzyme alone for no effect
Mtb BioA inh = inhibitors of Mycobacterium tuberculosis BioA enzyme | AID 602481 | 360,000 compounds, 0.096% hits | inhibition, % at 9.99 µM | purified M. tuberculosis BioA enzyme, plate reader; in the data active means inhibition above about 40%; inconclusive means no clear call, values can overlap the other calls
MazEF act = increases E. coli MazEF RNase cleavage of RNA. FAM/BHQ RNA-DNA oligo cleavage fluorescence, 5 h. activation, % at 20 µM. P0AE70. 350,000 compounds, 0.32% hits; in the data active means activation above about 50%
Target sequence (P0AE70 whole entry, looked up): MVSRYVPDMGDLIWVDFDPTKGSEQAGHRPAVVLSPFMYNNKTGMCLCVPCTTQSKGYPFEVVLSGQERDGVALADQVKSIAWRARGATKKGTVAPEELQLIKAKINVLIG
FBA Mtb inh = inhibitors of M. tuberculosis fructose-bisphosphate aldolase; 360,000 compounds, 2.3% hits; purified M. tuberculosis FBA, fluorescence read-out; P9WQA3; AID 588726; inhibition, % at 1 µM; in the data active means inhibition above about 27%;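 further: 0% = vehicle and 100% = reference inhibitor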
FadD28 FP inh = M. tuberculosis FadD28 bisubstrate binding inhibition; FadD28 bisubstrate probe binding, fluorescence polarization; AID 588549; 360,000 compounds, 0.22% hits; inhibition, % at 12.5 µM; in the data active means inhibition above about 8.5%, passing the limit was not always enough; inconclusive means no clear call, values can overlap the other calls
PrPC surface inh = reduces human prion protein on the cell surface; P04156; cell surface PrPC, TR-FRET read-out; inhibition, % at 13.8 µM; 370,000 compounds, 0.43% hits; AID 720596; in the data active means inhibition above about 24%; further: 0% = median of the test wells and 100% = reference compound wells
* marks the source's active call; other numbers are inactive results; ? = inconclusive; / = not tested or not shown; & = joins results of further samples.

Value order: Rv3671c inh	GDH-TPI counter	UGM FP inh	BoNT-F LC inh	Mtb BioA inh	MazEF act	FBA Mtb inh	FadD28 FP inh	PrPC surface inh
C[C@H](CO)N1C[C@H](C)[C@H](CN(C)S(=O)(=O)c2ccccc2)Oc2c(NS(C)(=O)=O)cccc2C1=O
→ 0	3	-2.3	-2	-5.4&0.4	4	1	-4.2	4
[O-][n+]1onc2c1CCc1nnccc1-2
→ -1	-13	-4.4	-5	-0.1	0	1	0.4	-26
O=C(CCC(=O)N1CCC2(CC1)OCCO2)Nc1nnc(C(F)(F)F)s1
→ -9	2	2.3	2	0.6	-3	-3	-5.1	-1
Clc1ccc(CN2CCN(c3ccccc3)CC2)cn1
→ 9	-4	-0.1	-9	-1.1	11	0	-1.3	7
O=C(Nc1nncs1)c1ccccc1Br
→ 5	12	-2.9	0	-1.7	2	-1	0.7	-3
O=[N+]([O-])c1ccc(C2[C@H]3C(c4ccccc4)=NC4(CCCC4)N23)cc1 (stereo not given in full)
→ 0	3	-5.0	-2	-1.1	-3	2	-0.5	-8
NS(=O)(=O)c1ccc(CCNC(=O)c2ccc3c(c2)N(Cc2ccccc2)CCS3)cc1
→ -5	10	2.5	6	-1.1	-1	68*	1.3	12
COc1ccc(-c2csc(C(C)(O)c3ccc(F)c(F)c3)n2)cc1OC (stereo not given)
→ /	4	/	-3	2.2	/	-1	-2.8	5
O=C(O)C1CCN(C(=O)NC2CCCCC2)CC1
→ 8	4	0.3	/	/	3	-1	1.7	5
C/C(=N\NC(=S)Nc1ccccc1C)C1Cc2ccccc2C(=O)O1 (stereo not given)
→ 0	12	-1.5	?	0.0	6	-1	-1.3	1

Full records as entered above. Order of screens: Rv3671c inh, GDH-TPI counter, UGM FP inh, BoNT-F LC inh, Mtb BioA inh, MazEF act, FBA Mtb inh, FadD28 FP inh, PrPC surface inh
Clc1ccc(CN2CCN(c3ccccc3)CC2)cn1 as listed: 9, -4, -0.1, -9, -1.1, 11, 0, -1.3, 7
[O-][n+]1onc2c1CCc1nnccc1-2 as listed: -1, -13, -4.4, -5, -0.1, 0, 1, 0.4, -26
C/C(=N\NC(=S)Nc1ccccc1C)C1Cc2ccccc2C(=O)O1 (stereo not given) as listed: 0, 12, -1.5, ?, 0.0, 6, -1, -1.3, 1

More records.
Value order: Rv3671c inh	GDH-TPI counter	UGM FP inh	BoNT-F LC inh	Mtb BioA inh	MazEF act	FBA Mtb inh	FadD28 FP inh	PrPC surface inh
Cc1c(NC(=O)C(C)OC(=O)COc2ccc(C#N)cc2)c(=O)n(-c2ccccc2)n1C (stereo not given)
→ 6	-5	-0.3	3	/	10	0	-0.9	-9
COc1cc(OC)nc(NC(=O)CS(=O)(=O)c2ccccc2)n1
→ -2	5	1.3	-3	-1.4	3	0	-1.3	2
CCCCn1c(N)c(N(CCOC)C(=O)COC(=O)c2cc(CCC)c(C)s2)c(=O)[nH]c1=O
→ -2	-1	-0.4	-8	/	4	-2	0.1	-2
O=C(Cn1c(=O)oc2ccccc21)Nc1ccc(F)cc1
→ 2	-11	-1.0	12	7.7	8	2	-3.2	8
Cc1ccc(S(=O)(=O)N2CCN(c3cc4c(cc3[N+](=O)[O-])n(C)c(=O)n4C)CC2)cc1
→ 3	18	-0.3	-4	-4.4	3	4	-0.7	-17
Cc1ccc(S(=O)c2ccc(NC(=O)C3CC3)cc2C#N)cc1 (stereo not given)
→ 1	3	-1.2	-6	/	3	7	1.6	5
CC(=O)Nc1ccc(C(=O)N2CC(=O)NC(=O)C2)cc1
→ 3	20	-0.8	?	0.7	14	2	-0.9	-1
CCc1n[nH]c(CCN)n1
→ 4	-5	2.2	10	-0.2	1	6	0.9	1
CC1(C)NC(=O)N(CC(=O)OCC(=O)Nc2sccc2C#N)C1=O
→ 0	-7	1.2	-6	/	-5	0	-2.2	10
CC(=O)Nc1ccc(S(=O)(=O)NCCCN2CCOCC2)cc1
→ -6	1	2.3	3	/	5	-4	-1.7	2
O=C(NCc1ccccc1)c1cc(C2CCCCN2S(=O)(=O)c2cccc3cccnc23)on1 (stereo not given)
→ /	11	/	9	0.1	/	0	-0.3	9
O=C(Nc1ccc(C2CCCCC2)cc1)C1CCCN(c2ncccn2)C1 (stereo not given)
→ -3	2	0.0	6	-0.7	-14	-2	-0.7	-2
Cc1cs/c(=N\N=C\c2ccc(O)cc2)n1Cc1ccco1
→ -13	17	-2.9	-1	/	-1	0	0.0	-5
Cc1ccc(CN2CC(C(=O)N3CC(C)CC(C)C3)CC2=O)cc1 (stereo not given)
→ 6	-2	0.8	0	0.0	0	2	-1.6	8
COc1cc(OC)cc(C(=O)N2CCN(Cc3ccc4c(c3)OCO4)CC2)c1
→ 0	4	-2.3	?	0.1	3	1	-3.1	-9
Cc1ccc(S(=O)(=O)N(Cc2cc3cccc(C)c3[nH]c2=O)c2ccccc2)cc1
→ 9	-2	-1.3	0	-0.6	-2	-3	-3.2	-1
O=C(N[C@@H](Cc1ccccc1)C(=O)OCc1ccccc1)c1ccco1
→ -1	-3	1.3	-6	2.0	-2	-3	-3.5	-2
Cc1ccc(S(=O)(=O)N/N=C/C(C)(C)CO)cc1
→ -7	4	0.0	6	/	-7	3	-1.8	3
COc1ccc(NC(=O)c2c([N+](=O)[O-])c(C(C)(C)C)nn2C)cc1
→ 4	-5	-2.0	?	-1.3	8	-3	-0.4	-1
CN(c1cccc(NC(=O)CSc2ccc(Cl)cc2)c1)S(C)(=O)=O
→ -2	-5	0.4	-9	0.2	0	2	-1.8	6
C[C@]12CC[C@H](OC(=O)CCC(=O)O)CC1=CCC1C2CC[C@@]2(C)C1CC[C@@H]2N (stereo not given in full)
→ 3	8	0.4	3	0.2	-28	4	-4.5	-15
Cc1ccc2c(c1)cc1c(=O)n(CC(=O)N3CCC4(CC3)OCCO4)nc(C)n12
→ -1	16	3.4	6	-2.0	12	13	1.2	-10
CNc1nc2c(c(=O)n(C)c(=O)n2C)n1Cc1ccccc1
→ -4	6	0.3	3	1.4	-7	-1	-1.0	11
COC(=O)c1ccccc1C(=O)c1cccc2ccccc12
→ -3	12	0.8	-15	-2.6	-2	-2	-0.6	2
CC(C)(O)C#Cc1ccc(CN2CCN(Cc3ccccc3)C(CCO)C2)cc1 (stereo not given)
→ -8	2	5.8	-8	1.3	-8	5	0.1	2
CCCCc1nnc(NC(=O)C2CC(=O)N(c3ccc4c(c3)OCCO4)C2)s1 (stereo not given)
→ -3	0	2.4	-1	/	-1	2	2.0	4
O=C(NNC(=O)c1ccco1)c1cccc(Br)c1
→ 1	10	-0.3	10	-2.1	14	0	-0.3	-3
CCOc1cc(C2C(C(=O)O)c3cc(OCC)c(OCC)cc3C(=O)N2C)ccc1O (stereo not given)
→ -1	0	1.7	?	-1.3	-1	0	-2.1	-2
O=C(CSc1n[nH]c(-c2ccccc2)n1)NC(=O)NCc1ccco1
→ -10	3	-0.9	-6	-0.7	3	0	-4.4	-1
O=S1(=O)CCC(NC(=S)Nc2ccc(Cl)cc2)C1 (stereo not given)
→ 12	9	2.6	-3	/	3	-1	-0.6	8
CCN1C(=NCC(C)C)N[C@@H](c2cccc(F)c2)C(C(=O)OC)=C1C
→ -9	7	1.5	0	-3.5	9	2	1.4	-6
CC(NC(=O)c1ccc(S(=O)(=O)Nc2ccccc2Cl)cc1)c1ccncc1 (stereo not given)
→ 0	1	-2.6	0	-1.3	5	-2	-1.6	-1
Cc1nc2nc(-c3ccccc3)cc(=O)n2[nH]1
→ 0	8	3.2	11	-1.5	2	1	-2.8	-7
Cc1cn([C@H]2C[C@H](O)[C@@H](CNC(=O)CNC(=O)CN)O2)c(=O)[nH]c1=O
→ /	7	/	-3	-0.2	4	-7	-3.8	-2
Nc1ncc2c(n1)-c1ccccc1CC2
→ 12	19	2.4	-5	0.6	-8	64*	-0.3	0
Cc1nc(N2CCOCC2)nc(OCCN2CCOCC2)c1[N+](=O)[O-]
→ 0	8	0.5	-3	-1.5	1	1	-3.5	-1
COC(=O)[C@H](C)NC(=O)Nc1cccc(Br)c1
→ -5	-1	-2.7	2	/	4	1	-9.7	7
COc1ccc(-n2nc(C(=O)N3CCN(Cc4ccc5c(c4)OCO5)CC3)c3ccccc3c2=O)cc1
→ -6	8	0.2	-12	/	9	5	-3.6	-4
CC(=O)Nc1ccc(NC(=S)NC(=O)C2CCCC2)cc1
→ -2	7	0.3	-4	-2.8	6	-2	-3.5	-5
CCOc1cccc(/C(O)=C2/C(=O)C(=O)N(Cc3cccnc3)C2c2ccco2)c1 (stereo not given)
→ 3	15	1.5	-3	-2.4	-4	2	-1.7	-3
COc1ccc(/C=N/Nc2cc(C)nc(NS(=O)(=O)c3ccc(C)cc3)n2)cc1
→ -2	26	2.2	-2	-1.2	-2	0	-1.8	7
O=C(Nc1cccnc1)OCc1ccccc1
→ -2	-7	2.4	-13	2.3	-26	5	1.9	11
CC1Cc2ccccc2N1C1=CC(=O)CCC1 (stereo not given)
→ 5	29	-1.3	-1	/	4	0	-3.1	13
COc1cccc(-n2nnnc2S(C)(=O)=O)c1
→ 15	3	2.2	-2	0.2	7	1	-1.9	/
Cc1ccc(-c2nc(CS(=O)CC(=O)N3CCC4(CC3)OCCO4)c(C)o2)cc1 (stereo not given)
→ -4	16	-0.1	2	-0.6	/	4	-0.3	-1
O=C(c1ccccc1)c1cnc(Nc2ccc(Cl)c(Cl)c2)s1
→ 2	-4	1.9	-12	0.3	14	0	-1.0	-6
COCCCNS(=O)(=O)c1ccccc1
→ 4	5	1.3	17	-1.0	-4	2	-0.2	14
COc1ccc(Cc2nc(N)nc(N)n2)cc1
→ 0	-3	0.3	-5	-0.3	1	-1	-4.7	2
Cc1cc(NC(=O)c2sc(Nc3cccc(C(F)(F)F)c3)nc2N)no1
→ 10	33*	1.2	-5	-0.1	6	-1	-1.2	-4
COc1ccccc1NS(=O)(=O)c1cccc(C(=O)NCC(c2ccco2)N2CCCC2)c1 (stereo not given)
→ 2	1	-1.2	-6	-1.0	4	1	/	-5

Following part.
Value order: Rv3671c inh	GDH-TPI counter	UGM FP inh	BoNT-F LC inh	Mtb BioA inh	MazEF act	FBA Mtb inh	FadD28 FP inh	PrPC surface inh
N#CC(C#N)=Cc1cccn1-c1ccc(S(N)(=O)=O)cc1
→ -2	15	3.3	-1	/	1	6	-2.5	-8
O=c1[nH]c(N/N=C/c2ccccc2Br)nnc1-c1ccccc1
→ -1	39*	1.7	-5	/	7	0	-4.6	8
COc1ccc(C(=O)NCc2nnc(SCC(=O)NC3CCCCC3)o2)cc1
→ 6	-5	0.1	2	-0.6	6	0	-1.7	-6
O=C(Cc1ccccc1)NC1(O)C(=O)c2ccccc2C1=O
→ -97	-21	0.4	?	2.7	6	-4	-3.6	3

Screening results: PubChem BioAssay, several laboratories
